# Assay outcomes as filed in PubChem BioAssay.
# EphA4 KYL inhibition: inhibitors of EphA4 binding to KYL peptide, primary screen, biochemical, colorimetric, mouse EphA4 (AID 689); one-dose inhibition, % at 10 µM; IC50 in µM for titrated hits; 62,000 compounds, 0.1% hits; Ephrin type-A receptor 4 (Mus musculus); EphA4-AP binding to KYL peptide, pNPP A405; higher % means a stronger effect; in the data active = a potency from the dose series; inactive = the rest, 99 in 100 with inhibition below about 22%
# Starred values were filed as active, the others as inactive; & = joins results of further samples. This is a subset; rates above refer to the full screens.
EphA4 KYL inhibition | SMILES
-1% | OC1(C#CCN(C2CCCCC2)C2CCCCC2)CCCCC1
-5% | COc1ccc(-n2nnnc2SCC(=O)c2ccc3c(c2)OCCO3)c(OC)c1
-11% | CCc1ccc(NC(=O)CS(=O)CC(=O)NCCCc2ccccc2)cc1 (stereo not drawn)
-2% | O=C(O)CCn1nnc(-c2cccs2)n1
-8% | CCOc1cc(C2CC(=O)NC(SCC)=C2C#N)ccc1O (stereo not drawn)
-17% | O=C(Cc1ccccc1)N[C@@H](Cc1ccccc1)c1nc2ccccc2[nH]1
-36% | CCN(CC#CCC1(O)c2ccccc2-c2ccccc21)CCO
-2% | CCOc1ccc(-c2cc(CCCC(=O)NCCc3ccccc3)no2)cc1
-4% | CCNc1[nH]c(=O)n(C)c(=O)c1N=O
5% | O=CNCCCc1nc2ccccc2n1Cc1cccc2ccccc12
-13% | Clc1cccc(Cl)c1Cn1c(-c2cccnc2Cl)nc2ccccc21
2% | CCCCCC(=O)Nc1cc2[nH]c(=O)cc(COC)c2cc1C
3% | CCn1c(SCC(=O)Nc2nnc(C)s2)nnc1-c1ccco1
-7% | C=CCc1ccc(OCCOCCOc2ccccc2[N+](=O)[O-])c(OC)c1
-6% | CC(=O)NC(C)C(=O)OCC(=O)c1ccc(Cl)s1 (stereo not drawn)
8% | Cn1c(C(=O)N2CCCc3ccccc32)cc2sccc21
-6% | COCCN(CC(=O)NCc1ccc(OC)cc1)C(=O)CCC(=O)Nc1nccs1
5% | Cc1ccc(N2C(=O)CSC2c2ccc(Br)cc2)cc1 (stereo not drawn)
-2% | CN(C)c1nc(-c2ccccc2)nnc1C(F)(F)F
7% | Cc1ccc(-c2nnn(CC(=O)Nc3cccc4c3CCCC4)n2)o1
-15% | CCc1c(C)nc2ncnn2c1N1CCC(C(=O)Nc2cccc(C(C)=O)c2)CC1
-15% | COc1ccccc1CCn1cnc2c3cc(C)ccc3n(C)c2c1=O
-6% | C=CCn1c(N)c(C(=O)NCC2CCCO2)sc1=S (stereo not drawn)
7% | O=C(COc1ncnc2scc(-c3ccc(F)cc3)c12)NCc1ccco1
-9% | CCCCCNC(=O)c1ccc(C(=O)NCCCCC)cc1
-1% | NC1=CC(=O)c2cccc3cccc1c23
-13% | Cc1[nH]n(-c2cccc(Cl)c2)c(=O)c1C=NC12CN3CN(CN(C3)C1)C2
-30% | CC1CCC(C(C)C)C(OCC(O)CN2CCN(Cc3ccccc3)CC2)C1 (stereo not drawn)
-16% | Cc1ccc(C(c2nnnn2C2CCCC2)N2CCN3CCCC3C2)cc1 (stereo not drawn)
-41% | CC(C)Oc1ccc(C2CC(=O)N(c3cccc(C(=O)O)c3)C2=O)cc1 (stereo not drawn)

# Copied from the list:
# EphA4 KYL inhibition with `CC1CCC(C(C)C)C(OCC(O)CN2CCN(Cc3ccccc3)CC2)C1` (stereo not drawn) : -30%
# EphA4 KYL inhibition with `CCc1c(C)nc2ncnn2c1N1CCC(C(=O)Nc2cccc(C(C)=O)c2)CC1` : -15%
# EphA4 KYL inhibition with `Cc1[nH]n(-c2cccc(Cl)c2)c(=O)c1C=NC12CN3CN(CN(C3)C1)C2` : -13%
# EphA4 KYL inhibition with `NC1=CC(=O)c2cccc3cccc1c23` : -1%
# EphA4 KYL inhibition with `COc1ccccc1CCn1cnc2c3cc(C)ccc3n(C)c2c1=O` : -15%
# EphA4 KYL inhibition with `O=C(COc1ncnc2scc(-c3ccc(F)cc3)c12)NCc1ccco1` : 7%
# EphA4 KYL inhibition with `CCCCCNC(=O)c1ccc(C(=O)NCCCCC)cc1` : -9%

# Going on with the list.
EphA4 KYL inhibition | SMILES
21% | COc1ccc(OC)c(/C=C/C(=O)Nc2ccc(C)c(Cl)c2)c1
-1% | CCc1nnc(NC(=O)CSc2nnc(COc3ccc(C#N)cc3)n2-c2ccccc2)s1
-5% | Cc1nc2c(n1O)CCC/C2=N\O
-4% | Cc1cnc(C)c(N2CCC(C(=O)NCc3ccco3)CC2)n1
13% | Cc1ccc(S(=O)(=O)N2CN(Cc3ccco3)c3nc4ccccc4nc32)cc1C
-9% | C=CCn1c(SCC(=O)N2CCOCC2)nc2scc(-c3ccco3)c2c1=O
5% | CC1(C)CC(=O)C2=C(C1)Nc1ccccc1NC2c1nc2ccccc2[nH]1 (stereo not drawn)
-9% | O=C(COC(=O)CNC(=O)c1ccc(Br)o1)Nc1ccc2c(c1)OCCO2
-15% | O=C(N=Nc1c(O)n(C2OC(=O)c3ccccc32)c2ccccc12)c1ccc(O)cc1 (stereo not drawn)
1% | O=[N+]([O-])c1cc(-n2ncnc2-c2cccc(Cl)c2)ccc1F

# 4 of these compounds in a different format.
smiles	EphA4 KYL inhibition
COc1ccc(OC)c(/C=C/C(=O)Nc2ccc(C)c(Cl)c2)c1	21%
Cc1ccc(S(=O)(=O)N2CN(Cc3ccco3)c3nc4ccccc4nc32)cc1C	13%
Cc1nc2c(n1O)CCC/C2=N\O	-5%
O=C(N=Nc1c(O)n(C2OC(=O)c3ccccc32)c2ccccc12)c1ccc(O)cc1 (stereo not drawn)	-15%

# Next structures follow.
EphA4 KYL inhibition | SMILES
-2% | Cc1noc(N)c1C(=O)Nc1ccc(F)c(Cl)c1
0% | COc1ccc(CCN(Cc2nc3ccccc3c(=O)[nH]2)C(=O)c2ccco2)cc1OC
-14% | O=C(c1ccc(Cl)cc1)N1CCC(c2nc(-c3cccs3)no2)CC1
-5% | CCOC(=O)c1c(C)c(C(=O)NCc2cccs2)c(C)n1CC
-7% | O=C(OC1CCN(c2ncc(C(F)(F)F)cc2Cl)CC1)c1ccc(Cl)cc1
-6% | CCOc1cc(C2NC(=O)NC(C)=C2C(=O)NCc2ccccc2)c(Cl)cc1O (stereo not drawn)
-4% | COc1ccc(N(CC(=O)NCc2ccccc2)S(=O)(=O)c2ccc(C)cc2)c(OC)c1
-8% | CCOC(=O)CNC(=O)Cn1cnc2ccc(S(=O)(=O)N3CCC(C)CC3)cc2c1=O
-4% | COc1cccc(NC(=O)Cn2nc(Cc3cccnc3)c3ccccc3c2=O)c1
14% | COc1ccc(CN2C(=O)NC(=O)/C(=C\C=C\c3ccco3)C2=O)cc1
1% | C/C(=N\N1CCN(C2c3ccccc3-c3ccccc32)CC1)c1cccnc1
-3% | Cc1cc(Cl)c2cc(C(=O)O)ccc2n1
-5% | COc1ccc(CCNC(=O)c2cc3sccc3n2C)cc1OC
-2% | CCOC(=O)C1=C(C)NC2=C(C(=O)C(C(=O)OCC)C(c3cccc(OC)c3)C2)C1c1ccccn1 (stereo not drawn)
-14% | O=C(Cc1coc2ccc3ccccc3c12)Nc1nnc(C2CC2)s1
-3% | Cc1ccc(NC(=O)Cn2cnc3c(cnn3C(C)(C)C)c2=O)cc1
-4% | COCCn1c(N2CCN(c3ccc(OC)cc3)CC2)nc2c1c(=O)[nH]c(=O)n2C
32% | CC1(C)Cc2c(C#N)c(N3CCCC3)nc(-c3ccco3)c2CO1
0% | COC(=O)CN1C(=O)/C(=C/c2cc(OC)ccc2OC)SC1=S
9% | CCN(CC)S(=O)(=O)c1ccc(OC)nc1

# Compounds above that contain a CF3 group, in the order listed:
EphA4 KYL inhibition | SMILES
-2% | CN(C)c1nc(-c2ccccc2)nnc1C(F)(F)F
-7% | O=C(OC1CCN(c2ncc(C(F)(F)F)cc2Cl)CC1)c1ccc(Cl)cc1

# The list goes on.
EphA4 KYL inhibition | SMILES
7% | O=C(c1ccc(Cl)cc1)c1nnc(-c2ccncc2)o1
2% | CC1=C(C(=O)OC(C)C)C(c2ccc(C(C)C)cc2)NC(=O)N1 (stereo not drawn)
2%&-7% | CNC(=O)C(=O)NCCc1ccc(Cl)cc1
-16% | O=C(c1ccc2ncsc2c1)N1CCN(c2ccc(O)cc2)CC1
-12% | CCOC(=O)Cc1[nH]nc2c1C(C1C=CCCC1)C(C#N)=C(N)O2 (stereo not drawn)
1% | Cc1ccccc1NC(=O)c1ccc(-c2ccccc2)cc1
-6% | CSC1=NCCN1C(=O)c1c(F)cccc1Cl
-12% | Cc1cccc(N2CCN(CC(=O)Nc3ccccc3[N+](=O)[O-])CC2)c1C
-6% | O=C1CC(c2cccc(F)c2)C2=C(CCCC2=O)N1 (stereo not drawn)
-8% | CC(C)c1[nH]nc2c1C(c1cccnc1)C(C#N)=C(N)O2 (stereo not drawn)

# An excerpt from above in order of the EphA4 KYL inhibition value, falling:
Structure	EphA4 KYL inhibition
CC1=C(C(=O)OC(C)C)C(c2ccc(C(C)C)cc2)NC(=O)N1 (stereo not drawn)	2%
CC(C)c1[nH]nc2c1C(c1cccnc1)C(C#N)=C(N)O2 (stereo not drawn)	-8%
CCOC(=O)Cc1[nH]nc2c1C(C1C=CCCC1)C(C#N)=C(N)O2 (stereo not drawn)	-12%
O=C(c1ccc2ncsc2c1)N1CCN(c2ccc(O)cc2)CC1	-16%

# The listing continues.
EphA4 KYL inhibition | SMILES
-12% | COc1ccc(-c2nnn(CC(=O)OC3CCCCC3)n2)cc1OC
-25% | Cc1c(C)n(C)c2ccc(C(=O)Nc3cccc4ccccc34)cc12
-5% | CCN1CCN(CC(=O)Nc2cccc(C)c2C)C(=O)C1=O
2% | COc1cccc(-c2nc(-c3ccc(NC(=O)c4ccncc4)cc3)no2)c1
-6% | CC1CN(C(=O)COc2ncnc3ccccc23)CC(C)O1 (stereo not drawn)
-5% | CC(C)n1c(-c2ccco2)csc1=Nc1cccnc1
2% | Cc1ccc(S(=O)(=O)NCc2ccncc2)cc1
-28% | c1cncc(-c2nc3cc(Cc4ccc5oc(-c6cccnc6)nc5c4)ccc3o2)c1
-19% | CCCNC(=S)N1CCC(NC(=O)C2CCCCC2)CC1
7% | Cc1ccc(C(=O)Nc2ccccc2C(=O)O)cc1
-4% | Cc1nc2ccc(-c3nc4ccccc4o3)cc2[nH]1
-11% | COC(=O)C1CSC(C(=O)OC)N1C(=O)Nc1ccc(Cl)cc1 (stereo not drawn)
-16% | COc1ccc(CNC(=O)CN(CC2CCCO2)C(=O)CNS(=O)(=O)c2ccccc2)cc1 (stereo not drawn)
-8% | COc1ccccc1C(=O)NCCn1cc(SCC(=O)Nc2nnc(C)s2)c2ccccc21
-17% | CC(C)(C)C1=NN(C(=O)c2ccc([N+](=O)[O-])cc2)C(O)(C(F)(F)F)C1 (stereo not drawn)
10% | COc1ccc(C(c2c[nH]c3ccccc23)c2c[nH]c3ccccc23)cc1O
1% | O=C(Nc1ccc(F)c(F)c1)c1ccc2c(c1)OCO2
-11% | O=C(Nc1ccc(Br)cc1)N1CCCCCCC1
-4% | COCCNC(=O)c1c[nH]n2c(=O)cc(C3CCN(C(=O)OC(C)(C)C)CC3)nc12
-6% | O=C(Cc1n[nH]c(=O)c2ccccc12)OCC(=O)c1ccc2c(c1)OCCO2
-10% | COc1cc(C2C3=C(CC(C)(C)CC3=O)OC3=C2C(=O)CC(C)(C)C3)cc(I)c1O
-6% | COc1ccc(C2C(C(=O)Nc3cccc(C)n3)CCC(=O)N2c2ccc(OC)cc2)cc1 (stereo not drawn)
-13% | CC(C)C(=O)NC(c1ccco1)c1ccc2cccnc2c1O (stereo not drawn)
-3% | CCc1ccccc1NC(=O)CSc1nnc(-c2ccco2)n1N
14% | c1ccc(-n2nnnc2NCCc2c[nH]c3ccccc23)cc1
-8% | Cc1ccc(C(C(=O)NC2CCCCC2)N(CC2CCCO2)C(=O)CNC(=O)c2ccco2)cc1 (stereo not drawn)
1% | CC1CCCCC1NC(=O)COn1nnc2ccc(Cl)cc21 (stereo not drawn)
-1% | CC(C)=C1C2CCC1C1C(=O)N(c3nc(-c4ccc(F)cc4)c(C)s3)C(=O)C21 (stereo not drawn)
-13% | O=C(Cn1cnc2c(cnn2-c2ccc(Cl)cc2)c1=O)NCCc1ccccc1
-5% | O=c1c2cc3c(=O)n(-c4ccc(S)cc4)c(=O)c3cc2c(=O)n1-c1ccc(S)cc1
-4% | COC(=O)CN1C(c2ccccc2)=Nc2ccc(Cl)cc2C1c1ccccc1 (stereo not drawn)
-7% | Cc1cc2c(s1)c1cnn(CC(=O)NCCc3ccccc3)c(=O)c1n2C
0% | O=C1C2C3c4ccccc4C(c4ccccc43)C2C(=O)N1Cc1ccco1 (stereo not drawn)
-3% | COC(=O)C1=C(C)NC(=O)CC1c1ccc(C(=O)OC)cc1 (stereo not drawn)
24% | NC(=S)N/N=C/c1ccccc1OCc1cccc(Cl)c1
3% | Cc1ccc(S(=O)(=O)N(C)CCCC(=O)Nc2ccncc2)cc1
3% | Cc1n[nH]c(C)c1CCc1nc2c3ccccc3nc(SCC(N)=O)n2n1
4% | O=C(N/N=C\c1cn(-c2ccccc2)nc1-c1ccccc1)c1ccc2c(c1)OCO2
-6% | CCOc1cc(OCC)cc(C(=O)Nc2ccc(O)c(-c3nc4cc(C)c(C)cc4o3)c2)c1
-14% | O=C1C2CC=C(Cl)CC2C(=O)N1CCC[n+]1ccccc1 (stereo not drawn)
-14% | COc1ccccc1NC(=O)C1=C(C)Nc2nc(-c3ccc(N(C)C)cc3)nn2C1c1ccncc1 (stereo not drawn)
-10% | Cc1ccc(NC(=O)C(=O)NCCCO)cc1
-5% | O=C(NCCNC(=O)c1ccc(Br)o1)c1ccc(Br)o1
5% | O=C(/C=C/NNC(=O)c1cccc(Br)c1)c1ccccc1
-5% | Cc1ccc(C2C(C#N)=C(N)Oc3c2c(=O)n(C)c(=O)n3C)cc1 (stereo not drawn)
-14% | CCOC(=O)N1CCC(NC(=O)c2cnn3c(C(F)(F)F)cc(-c4cccc(OC)c4)nc23)CC1
-15% | CN(CCOc1ccccc1)c1ccc(S(=O)(=O)N2CCCCC2)cn1
-1% | CCOc1ccccc1N1CCN(S(=O)(=O)CC)CC1
-18% | COc1cc(C2Nc3ccc4ncccc4c3C3=C2C(=O)CCC3)ccc1O (stereo not drawn)
-9% | O=C(CCc1ccccc1)NNC(=O)COc1ccccc1

# The list continues:
EphA4 KYL inhibition | SMILES
-14% | Cc1ccc2oc3c(c(=O)c2c1)C(c1cccc(Br)c1)N(Cc1ccco1)C3=O (stereo not drawn)
-9% | CNC(=O)c1sccc1SCc1ccc(Cl)cc1Cl
-14% | CCC(C)N1C(=O)C2C(C(=O)Nc3cccc(OC)c3)C3C=CC2(O3)C1C(=O)NC1CCCCC1C (stereo not drawn)
14% | CC(=O)N1CCCc2cc(S(=O)(=O)NC(C(=O)NC(C)c3ccccc3)C(C)C)ccc21 (stereo not drawn)
-7% | COc1cc(/C=C2/C(=O)NC(=O)N(c3cccc(C)c3)C2=O)ccc1OCCOc1ccc([N+](=O)[O-])cc1
